NOD2 RIPK2 PPI – NOD2-RIPK2 protein interaction inhibition; O43353; CHO BLA complementation NOD2-RIPK2, CCF4 ratio; inhibition, % at 4.98 µM; hit rate 0.38% among 360,000; AID 624267; in the data active = inhibition above about 21%;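 also: 0% = vehicle only and 100% = reference blocker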
TROY NFkB inh – blocks TROY-dependent signaling in reporter cells. Q293 LMP1-TROYcd NF-kB luciferase reporter, 4 h. inhibition, % at 10 µM. hit rate 0.98% among 360,000. AID 1347056;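 active = compounds whose plate-normalised and pattern-corrected inhibition of the luciferase reporter signal at the single screening dose is 50% or more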
EBV LMP1 NFkB – Epstein-Barr LMP1 NF-kappaB reporter inhibition. inhibition, % at 12.5 µM. LMP1-induced NF-kappaB luciferase reporter cells, luminescence. hit rate 0.69% among 350,000; in the data active = inhibition above about 41%;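 also: 0% = neutral control wells and 100% = reference inhibitor control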
C8 TRAIL sens – sensitizes caspase-8 expressing cells to TRAIL. inhibition (viability loss, TRAIL sensitization), % at 10 µM. hit rate 1% among 360,000. AID 624354. NB7+C8 cells + TRAIL, ATPlite viability luminescence;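 active = compounds causing at least 50% loss of cell viability in the single-dose screen, relative to plate controls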
NCOA2 inhibitor – human SRC2 (NCOA2) inhibition. hit rate 0.17% among 370,000. HEK293 GAL4-SRC2 luciferase reporter, luminescence. inhibition, % at 9 µM. Q15596;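 active = inhibition above the mean inhibition of all tested compounds plus 3 SD, set per campaign, cut at about 52% in these data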;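 also: 0% = DMSO treated cells and 100% = cells given Gossypol at 36 µM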
TWEAK-Fn14 inh – blocks TWEAK-Fn14 interaction in a reporter cell assay | TWEAK-stimulated Fn14 reporter cells, luciferase luminescence, 8 h | inhibition, % at 10 µM | hit rate 2% among 360,000; in the data active = inhibition above about 50%
NCOA1 inh – inhibitors of human steroid receptor coactivator 1 (SRC1); Q15788; hit rate 0.12% among 360,000; inhibition, % at 3.6 µM; AID 588354; HEK293 GAL4-SRC1 luciferase reporter, luminescence;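 active = inhibition above the campaign mean plus 3 SD, with each screening campaign given its own cutoff, cut at about 60% in these data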;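 also: 0% = DMSO treated cells and 100% = gossypol at 36 µM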
NR2F2 inh – NR2F2 (human) inhibition, primary screen. P24468. HEK293T NGFI-A luciferase reporter, luminescence. inhibition, % at 8.6 µM. hit rate 0.7% among 370,000;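 active = inhibition above a per-plate cutoff, mean inhibition of test wells between control levels plus 3 SD, cut at about 38% in these data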;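 also: cells cotransfected with COUP-TFII expression vector driving the NGFI-A reporter; 0% = median of COUP-TF2 test wells and 100% = reporter-only cells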
NCOA3 inh – inhibits human SRC3 coactivator | HEK293 GAL4-SRC3 luciferase reporter, luminescence | inhibition, % at 3.6 µM | hit rate 0.17% among 360,000 | AID 588352;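 active = inhibition above a per-campaign cutoff, the mean of all compounds plus 3 SD, cut at about 60% in these data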;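 also: 0% = DMSO-treated cells and 100% = gossypol-treated cells at 36 µM; higher means less SRC3-driven luciferase light from the GAL4 reporter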
LRH-1 inv ag – inverse agonists of human LRH-1 (NR5A2) | O00482 | HEK293T StAR-luciferase reporter, LRH-1 transfected, 24 h | inhibition, % at 3.6 µM | hit rate 0.13% among 360,000 | AID 602396;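 active = inhibition above the mean inhibition of all tested compounds plus 3 SD, cut at about 73% in these data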;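 also: 0% = DMSO wells and 100% = reporter-only cells lacking LRH-1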
TLR9-MyD88 block – blocks human TLR9 binding to MyD88; CHO BLA complementation TLR9-MyD88, CCF4 FRET ratio; hit rate 0.21% among 340,000; inhibition, % at 4.98 µM; Q9NR96+Q99836;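 active = inhibition above the mean over all tested compounds plus 3 SD, cut at about 21% in these data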;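 also: 0% = DMSO only wells and 100% = clavulanate BLA inhibitor control wells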
Numbers without * were called inactive.

How did CCOC(=O)C1CCN(CC(O)COCc2ccc(Cl)cc2)CC1 (configuration not stated) do in these assays?
NOD2 RIPK2 PPI: -4; TROY NFkB inh: -8; EBV LMP1 NFkB: 2; C8 TRAIL sens: -2; NCOA2 inhibitor: 4; TWEAK-Fn14 inh: 3; NCOA1 inh: -39; NR2F2 inh: 3; NCOA3 inh: 11; LRH-1 inv ag: -9; TLR9-MyD88 block: 1

What do the screens show for `COc1ccc(N(CC(=O)O)S(=O)(=O)c2ccc(C)cc2)cc1Cl`?
NOD2 RIPK2 PPI: -17; TROY NFkB inh: 11; EBV LMP1 NFkB: -2; C8 TRAIL sens: 4; NCOA2 inhibitor: -17; TWEAK-Fn14 inh: -19; NCOA1 inh: 10; NR2F2 inh: 8; NCOA3 inh: 20; LRH-1 inv ag: -1; TLR9-MyD88 block: -9

Results for O=C(C1CCCO1)N1CCN(S(=O)(=O)c2cccc3nsnc23)CC1 (configuration not stated) ?
NOD2 RIPK2 PPI: -13; TROY NFkB inh: 8; EBV LMP1 NFkB: 1; C8 TRAIL sens: -4; NCOA2 inhibitor: -13; TWEAK-Fn14 inh: -11; NCOA1 inh: -2; NR2F2 inh: 2; NCOA3 inh: 2; LRH-1 inv ag: -18; TLR9-MyD88 block: -9

Results for Cc1ccc(OCC(=O)N(Cc2ccc(C)o2)C2CCS(=O)(=O)C2)cc1 (configuration not stated) ?
NOD2 RIPK2 PPI: 4; TROY NFkB inh: -1; EBV LMP1 NFkB: -19; C8 TRAIL sens: 8; NCOA2 inhibitor: -13; TWEAK-Fn14 inh: 0; NCOA1 inh: -3; NR2F2 inh: -1; NCOA3 inh: 19; LRH-1 inv ag: 7; TLR9-MyD88 block: 5

How did NNc1nc(-c2ccccc2)cc(-c2ccccc2)n1 do in these assays?
NOD2 RIPK2 PPI: -10; TROY NFkB inh: -40; EBV LMP1 NFkB: 10; C8 TRAIL sens: 16; NCOA2 inhibitor: -4; TWEAK-Fn14 inh: -5; NCOA1 inh: 13; NR2F2 inh: -7; NCOA3 inh: 4; LRH-1 inv ag: -5; TLR9-MyD88 block: 3

What do the screens show for `CCCNC(=O)COCc1cc(-c2ccc3c(c2)OCO3)on1`?
NOD2 RIPK2 PPI: 4; TROY NFkB inh: -36; EBV LMP1 NFkB: -10; C8 TRAIL sens: -16; NCOA2 inhibitor: -107; TWEAK-Fn14 inh: -38; NCOA1 inh: -33; NR2F2 inh: 7; NCOA3 inh: -46; LRH-1 inv ag: -12; TLR9-MyD88 block: 1

Results for COCCCN(C(=S)Nc1c(C)cc(C)cc1C)C(C)c1ccncc1 (configuration not stated) ?
NOD2 RIPK2 PPI: -4; TROY NFkB inh: 5; EBV LMP1 NFkB: 3; C8 TRAIL sens: -3; NCOA2 inhibitor: 2; TWEAK-Fn14 inh: -6; NCOA1 inh: 4; NR2F2 inh: -22; NCOA3 inh: -1; LRH-1 inv ag: -19; TLR9-MyD88 block: -1

How did CC(=O)N1CCN(C(=O)c2ccco2)CC1 do in these assays?
NOD2 RIPK2 PPI: -13; TROY NFkB inh: -7; EBV LMP1 NFkB: -11; C8 TRAIL sens: -7; NCOA2 inhibitor: -5; TWEAK-Fn14 inh: 5; NCOA1 inh: -11; NR2F2 inh: -2; NCOA3 inh: 1; LRH-1 inv ag: 5; TLR9-MyD88 block: -1

Results for CC(=O)OCP(C)(=O)COC(C)=O ?
NOD2 RIPK2 PPI: -11; TROY NFkB inh: 1; EBV LMP1 NFkB: -6; C8 TRAIL sens: -21; NCOA2 inhibitor: -10; TWEAK-Fn14 inh: 12; NCOA1 inh: -7; NR2F2 inh: -1; NCOA3 inh: -3; LRH-1 inv ag: -7; TLR9-MyD88 block: 7

What do the screens show for `CCOC(=O)c1cc2ccc3ccccc3c2oc1=O`?
NOD2 RIPK2 PPI: 4; TROY NFkB inh: -36; EBV LMP1 NFkB: 0; C8 TRAIL sens: -4; NCOA2 inhibitor: -18; TWEAK-Fn14 inh: -27; NCOA1 inh: 5; NR2F2 inh: -1; NCOA3 inh: -14; LRH-1 inv ag: -19; TLR9-MyD88 block: -4

What do the screens show for `Cc1ccc2cc(CCNC(=O)c3cccc([N+](=O)[O-])c3)c(=O)[nH]c2c1`?
NOD2 RIPK2 PPI: 0; TROY NFkB inh: 19; EBV LMP1 NFkB: 0; C8 TRAIL sens: -15; NCOA2 inhibitor: -9; TWEAK-Fn14 inh: 8; NCOA1 inh: -9; NR2F2 inh: -3; NCOA3 inh: 3; LRH-1 inv ag: -13; TLR9-MyD88 block: -1

What do the screens show for `CCCc1cc(=O)n(-c2nc3ccccc3s2)[nH]1`?
NOD2 RIPK2 PPI: -5; TROY NFkB inh: 4; EBV LMP1 NFkB: -5; C8 TRAIL sens: 14; NCOA2 inhibitor: -25; TWEAK-Fn14 inh: -11; NCOA1 inh: -11; NR2F2 inh: 3; NCOA3 inh: 5; LRH-1 inv ag: -6; TLR9-MyD88 block: -1

How did O=S(=O)(NCc1ccccn1)c1ccc(Cl)s1 do in these assays?
NOD2 RIPK2 PPI: 2; TROY NFkB inh: 2; EBV LMP1 NFkB: 12; C8 TRAIL sens: 21; NCOA2 inhibitor: -10; TWEAK-Fn14 inh: 2; NCOA1 inh: -30; NR2F2 inh: -12; NCOA3 inh: 17; LRH-1 inv ag: 10; TLR9-MyD88 block: 6

How did COc1ccc(CNc2ccc(N3CCN(C(C)=O)CC3)cc2)cc1OC do in these assays?
NOD2 RIPK2 PPI: 1; TROY NFkB inh: 1; EBV LMP1 NFkB: 2; C8 TRAIL sens: 2; NCOA2 inhibitor: -11; TWEAK-Fn14 inh: -4; NCOA1 inh: 11; NR2F2 inh: -10; NCOA3 inh: 13; LRH-1 inv ag: 24; TLR9-MyD88 block: 1

Results for CN(Cc1cnn(C)c1)Cc1nc(Cc2ccccc2Cl)no1 ?
NOD2 RIPK2 PPI: 3; TROY NFkB inh: 3; EBV LMP1 NFkB: 3; C8 TRAIL sens: -2; NCOA2 inhibitor: 19; TWEAK-Fn14 inh: -4; NCOA1 inh: 6; NR2F2 inh: 11; NCOA3 inh: -8; LRH-1 inv ag: -4; TLR9-MyD88 block: -4

How did COc1ccc(S(=O)(=O)N2CCc3cc4c(cc3C2C)OCCCO4)cc1 (configuration not stated) do in these assays?
NOD2 RIPK2 PPI: -7; TROY NFkB inh: 8; EBV LMP1 NFkB: -2; C8 TRAIL sens: 0; NCOA2 inhibitor: 19; TWEAK-Fn14 inh: -8; NCOA1 inh: -17; NR2F2 inh: 13; NCOA3 inh: -2; LRH-1 inv ag: 3; TLR9-MyD88 block: 5

What do the screens show for `Cc1cc(C(=O)COC(=O)Cn2cnc3c2c(=O)n(C)c(=O)n3C)c(C)n1C`?
NOD2 RIPK2 PPI: -9; TROY NFkB inh: -1; EBV LMP1 NFkB: -1; C8 TRAIL sens: 2; NCOA2 inhibitor: -3; TWEAK-Fn14 inh: -7; NCOA1 inh: -8; NR2F2 inh: -19; NCOA3 inh: -2; LRH-1 inv ag: -6; TLR9-MyD88 block: 3

Results for Cc1cc(C)cc(OCC(=O)NNC(=O)c2ccoc2C)c1 ?
NOD2 RIPK2 PPI: -9; TROY NFkB inh: -12; EBV LMP1 NFkB: -5; C8 TRAIL sens: -4; NCOA2 inhibitor: -9; TWEAK-Fn14 inh: -8; NCOA1 inh: 9; NR2F2 inh: 1; NCOA3 inh: 21; LRH-1 inv ag: 6; TLR9-MyD88 block: -4

What do the screens show for `CCn1c(SCC(=O)Nc2ccc3c(c2)OCCO3)nnc1C(C)C`?
NOD2 RIPK2 PPI: -3; TROY NFkB inh: 2; EBV LMP1 NFkB: -4; C8 TRAIL sens: -5; NCOA2 inhibitor: -31; TWEAK-Fn14 inh: -6; NCOA1 inh: 3; NR2F2 inh: -3; NCOA3 inh: -11; LRH-1 inv ag: 41; TLR9-MyD88 block: -9

Results for COC(=O)c1cc(NC(=O)CSc2nnc(N)s2)ccc1Cl ?
NOD2 RIPK2 PPI: 4; TROY NFkB inh: -11; EBV LMP1 NFkB: -16; C8 TRAIL sens: 3; NCOA2 inhibitor: 16; TWEAK-Fn14 inh: -8; NCOA1 inh: -207; NR2F2 inh: 6; NCOA3 inh: 12; LRH-1 inv ag: 8; TLR9-MyD88 block: 1

Results for CCOC(=O)c1cnc(SCC(=O)Nc2ccc3c(c2)OCCO3)nc1N ?
NOD2 RIPK2 PPI: -2; TROY NFkB inh: 3; EBV LMP1 NFkB: -7; C8 TRAIL sens: -2; NCOA2 inhibitor: 1; TWEAK-Fn14 inh: 9; NCOA1 inh: -5; NR2F2 inh: 16; NCOA3 inh: -5; LRH-1 inv ag: 1; TLR9-MyD88 block: -1

Retrieved by structure from above (3):
What do the screens show for `Cc1cc(C(=O)COC(=O)Cn2cnc3c2c(=O)n(C)c(=O)n3C)c(C)n1C`?
NOD2 RIPK2 PPI: -9; TROY NFkB inh: -1; EBV LMP1 NFkB: -1; C8 TRAIL sens: 2; NCOA2 inhibitor: -3; TWEAK-Fn14 inh: -7; NCOA1 inh: -8; NR2F2 inh: -19; NCOA3 inh: -2; LRH-1 inv ag: -6; TLR9-MyD88 block: 3

How did CCOC(=O)C1CCN(CC(O)COCc2ccc(Cl)cc2)CC1 (configuration not stated) do in these assays?
NOD2 RIPK2 PPI: -4; TROY NFkB inh: -8; EBV LMP1 NFkB: 2; C8 TRAIL sens: -2; NCOA2 inhibitor: 4; TWEAK-Fn14 inh: 3; NCOA1 inh: -39; NR2F2 inh: 3; NCOA3 inh: 11; LRH-1 inv ag: -9; TLR9-MyD88 block: 1

Results for CC(=O)OCP(C)(=O)COC(C)=O ?
NOD2 RIPK2 PPI: -11; TROY NFkB inh: 1; EBV LMP1 NFkB: -6; C8 TRAIL sens: -21; NCOA2 inhibitor: -10; TWEAK-Fn14 inh: 12; NCOA1 inh: -7; NR2F2 inh: -1; NCOA3 inh: -3; LRH-1 inv ag: -7; TLR9-MyD88 block: 7

Screening results from PubChem.

Not all compounds are listed, so the mix of outcomes need not match the whole.
